Source: PubChem
Mdm2 MdmX PPI: inhibitors of human Mdm2-MdmX association, primary screen, cell-based, luminescence, split luciferase, SaOS-2, uHTS; AID 485346, 2010; inhibition, % at 8 µM; SaOS-2 split-luciferase Mdm2/MdmX complementation; 330,000 compounds, 3% hits;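 active = inhibition of at least 50% at 8 µM in the primary screen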
CCR6 antag: CCR6 receptor antagonists, primary screen, cell-based, CHO-K1, luminescence, beta-arrestin, uHTS | inhibition, % at 20 µM | CHO-K1 CCR6 PathHunter beta-arrestin, CCL20-stimulated | 340,000 compounds, 0.49% hits | C-C chemokine receptor type 6 (Homo sapiens), P51684;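 active = compounds whose inhibition of the agonist-driven luminescence signal at 20 µM reaches about 50%, limit read from the data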;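 also: cells stimulated with CCL20 at 14 nM final; plate controls were DMSO with CCL20 for no effect and DMSO without agonist for full effect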
Target sequence (P51684 whole entry, looked up): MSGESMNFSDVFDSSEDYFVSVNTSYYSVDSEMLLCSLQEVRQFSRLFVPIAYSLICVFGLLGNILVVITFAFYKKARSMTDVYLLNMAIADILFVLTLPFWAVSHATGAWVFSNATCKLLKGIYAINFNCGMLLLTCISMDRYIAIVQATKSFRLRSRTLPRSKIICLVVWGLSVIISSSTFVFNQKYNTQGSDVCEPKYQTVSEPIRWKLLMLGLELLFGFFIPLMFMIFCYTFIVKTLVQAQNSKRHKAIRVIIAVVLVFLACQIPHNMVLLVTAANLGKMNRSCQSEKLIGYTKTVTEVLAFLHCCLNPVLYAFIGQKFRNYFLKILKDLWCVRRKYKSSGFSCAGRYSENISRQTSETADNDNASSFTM
XBP1 UPR activ: activators of adaptive XBP1 UPR arm, primary screen, cell-based, CHO-XBP1 luciferase reporter, luminescence, uHTS | IRE1-XBP1 UPR activation; percent of tunicamycin response, DMSO as zero | activation, % at 20 µM | 330,000 compounds, 0.33% hits | AID 463104, 2010;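 active = versus positive control, 20 µM dose yields 30% or more activation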;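 also: 100% = tunicamycin at 10 µg/mL and 0% = DMSO only wells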
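Assay system: IRE1-XBP1 luciferase reporter CHO line. Input: 1000 cells/well. Buffer or medium: F12 with 10% serum. Doses: 20 µM, 1% DMSO. Times: overnight seeding at 37 °C, 6 h compound treatment at 37 °C. Technique: Steady-Glo luciferase glow luminescence, 10 min after reagent addition.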
697 NFkB inh: inhibitors of PMA/ionomycin-induced NF-kB reporter, 697 cells, primary screen, B-cell NF-kB inhibitor project, cell-based, luminescence, uHTS; 697 B-cell NF-kB luciferase reporter, 16 h; inhibition, % at 4 µM; 330,000 compounds, 0.33% hits; AID 435022, 2010; in the data active = inhibition above about 35%
UPR CHOP act: activators of apoptotic CHOP UPR arm, primary screen, cell-based, CHO-CHOP luciferase reporter, luminescence, uHTS; AID 449763, 2010; UPR activation; percent of tunicamycin response over DMSO baseline; 330,000 compounds, 0.34% hits; activation, % at 10 µM;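 active = at 10 µM dose, activation of 40% or more, normalized to positive control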;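 also: 100% = tunicamycin at 10 µg/mL and 0% = DMSO alone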
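Evaluation: % reporter activation, DMSO baseline versus tunicamycin full activation; System: CHO-CHOP luciferase reporter cell line; Input: 500 cells/well; Incubation: 6 h compound treatment, 37 °C; Measured by: Steady-Glo luciferase luminescence; Dosing: one dose, 10 µM in 0.5% DMSO; Buffer or medium: F12 medium, 10% FBS; Benchmarks: positive tunicamycin 10 µg/mL, negative DMSO alone.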
Gli-Sufu block: Gli-Sufu pathway antagonists, primary screen, luciferase luminescence, Sufu-KO-LIGHT cells, uHTS; 340,000 compounds, 0.74% hits; inhibition, % at 5 µM; Sufu-KO-LIGHT fibroblasts, Gli luciferase reporter luminescence;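 active = inhibition above about 55%, limit read from the data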;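 also: 0% = DMSO-treated cells and 100% = wells with medium but no cells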
CXCR6 block: CXCR6 receptor inhibitors, primary screen, cell-based, beta-arrestin, luminescence, CHO-K1 PathHunter, 1536-well. AID 602244, 2012. inhibition, % at 20 µM. 360,000 compounds, 0.36% hits; in the data active = inhibition above about 34%, passing the limit was not always enough;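 also: antagonist mode with CXCL16 agonist at 10 nM final; 0% = 10 nM CXCL16 with DMSO and 100% = unstimulated wells without agonist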
Target sequence (O00574 whole entry, looked up): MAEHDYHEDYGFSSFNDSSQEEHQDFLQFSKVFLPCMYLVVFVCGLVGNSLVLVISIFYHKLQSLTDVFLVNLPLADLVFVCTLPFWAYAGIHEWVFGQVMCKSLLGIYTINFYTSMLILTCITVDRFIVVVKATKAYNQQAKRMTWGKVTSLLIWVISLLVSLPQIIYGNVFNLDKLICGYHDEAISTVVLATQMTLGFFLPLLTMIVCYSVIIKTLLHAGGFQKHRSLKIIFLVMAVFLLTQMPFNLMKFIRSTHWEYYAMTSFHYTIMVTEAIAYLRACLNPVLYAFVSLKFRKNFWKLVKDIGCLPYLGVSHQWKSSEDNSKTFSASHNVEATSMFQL
EBI2 antag: EBI2 receptor antagonists, beta-arrestin recruitment, primary screen, cell-based, luminescence, 7a,25-OHC stimulation, uHTS. inhibition, % at 5 µM. 360,000 compounds, 0.81% hits. 7a,25-OHC stimulated. AID 651636, 2012; in the data active = inhibition above about 38%;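 also: enzyme fragment complementation signal reports receptor beta-arrestin coupling in cells; 0% = agonist plus DMSO wells and 100% = wells without agonist; some results beyond the cut were filed as inactive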
Target sequence (P32249 whole entry, looked up, the tested form may be a part): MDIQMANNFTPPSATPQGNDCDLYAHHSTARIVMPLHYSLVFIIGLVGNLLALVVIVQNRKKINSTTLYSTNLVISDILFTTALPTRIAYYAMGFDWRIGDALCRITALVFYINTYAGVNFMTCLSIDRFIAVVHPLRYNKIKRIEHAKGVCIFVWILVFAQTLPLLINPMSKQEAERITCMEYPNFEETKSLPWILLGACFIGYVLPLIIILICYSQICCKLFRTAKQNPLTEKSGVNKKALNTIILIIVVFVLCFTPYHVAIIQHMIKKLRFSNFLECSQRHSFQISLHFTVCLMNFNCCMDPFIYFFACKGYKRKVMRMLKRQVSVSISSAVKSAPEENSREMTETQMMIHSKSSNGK
Jurkat NFkB inh: inhibitors of induced NF-kB luciferase reporter, primary screen, TCR NF-kB activation inhibitor project, cell-based, luminescence, uHTS; Jurkat, PMA/ionomycin-induced NF-kB luciferase reporter; inhibition, % at 4 µM; 330,000 compounds, 0.53% hits; AID 435003, 2010; in the data active = inhibition above about 50%
* marks the source's active call; other numbers are inactive results; . = not tested or not shown; & = joins results of further samples.

SMILES	Mdm2 MdmX PPI	CCR6 antag	XBP1 UPR activ	697 NFkB inh	UPR CHOP act	Gli-Sufu block	CXCR6 block	EBI2 antag	Jurkat NFkB inh
Cc1ccc(C(=O)Oc2coc(CSc3nnc(NC(=O)C4CC4)s3)cc2=O)cc1C	.	3.1	.	.	.	-6.0	4.1	9.4	.
COc1cc(CCC(=O)OCC(=O)Nc2ccc3c(c2)OCO3)cc(OC)c1OC	13.6	6.2	-0.6	-1.7	0.2	-3.9	8.5	-9.8	-19.9
CN(CC(=O)NC1CCCCCC1)S(=O)(=O)c1cnc[nH]1	20.0	-7.6	1.3	10.7	-0.2	4.2	-10.0	-5.0	-1.4
O=C(CCC1CCCN(C(=O)Cc2cccc(F)c2)C1)N1CCN(c2ccccn2)CC1 (stereo unspecified)	-7.2	6.9	-5.0	-1.2	-0.6	7.5	-0.5	-8.5	-2.5
CC1=C(C)C(=O)OC(C(C)C2CCC3C4CC=C5CC(OC6OC(COC7OC(CO)C(O)C(O)C7O)C(O)C(O)C6O)CC(O)C5(C)C4CCC23C)C1 (stereo unspecified)	20.3	13.9	-3.3	24.5	-3.8	3.5	3.3	-1.9	0.0
ClCc1nnc(-c2cc3c(s2)CCCC3)o1	.	-5.7	.	.	.	-3.9	-6.6	5.1	.
CSCCC(NC(=O)c1ccccc1Br)C(=O)N1CCCCCCC1 (stereo unspecified)	-3.7	3.1	-1.4	9.4	1.0	-1.2	-0.7	-9.6	7.8
C=C(C)Cn1c(CCNC(=O)CCC)nc2ccccc21	-0.4	-1.1	-0.7	4.3	0.3	0.3	7.6	-3.4	9.3
CC1(C)CC(NS(=O)(=O)c2ccc(F)cc2)CC(C)(C)N1	0.3	-17.9	-5.3	4.9	0.5	-20.8	-8.6	-1.1	8.8
CCOc1ccc(NC(=O)N[C@@H](CCSC)C(=O)OC)cc1	-6.3	6.1	1.0	0.7	-0.1	-1.2	-2.2	0.1	-0.6
Nc1nc(N)nc(-c2cc(C(F)(F)F)ccc2Cl)n1	9.5	4.6	0.2	2.4	0.3	-4.3	-7.6	6.4	7.3
CC(=O)c1cccc(NS(=O)(=O)c2cc3c(cc2C)NC(=O)CO3)c1	30.4	16.7	-2.1	11.6	-0.7	-8.9	-0.4	-7.3	9.3
NC(=O)COC(=O)c1ccc(Cl)c(S(=O)(=O)N2CCN(c3ccc(F)cc3)CC2)c1	2.2	3.3	-1.8	5.2	-1.3	5.3	6.2	10.6	6.2
COc1cccc(OCCCCN2CC(C)OC(C)C2)c1 (stereo unspecified)	-21.0	0.6	-0.3	-1.3	-1.9	2.5	-1.1	4.1	-16.1
CCCn1nc2cc(C(=O)NCc3ccccc3)ccc2c1OCC	-9.8	-2.6	-1.0	17.8	2.6	-0.9	-1.4	-4.2	-3.9
COC(=O)c1cc(S(=O)(=O)N2CCC(C)CC2)cn1C	2.8	1.0	-0.3	-19.4	-0.2	21.3	2.6	-8.2	-4.1
C[C@H](CO)N1C[C@H](C)[C@@H](CN(C)S(C)(=O)=O)Oc2ccc(NC(=O)Nc3ccc(C(F)(F)F)cc3)cc2C1=O	-12.5	1.0	-0.3	14.0	1.3	-0.2	-3.3	-5.5	7.6
COc1cc2cc(C(c3nnnn3C(C)(C)C)N3CCC(C)CC3)c(=O)[nH]c2cc1OC (stereo unspecified)	12.0	-4.5	-1.2	25.1	2.1	0.4	-0.8	-9.2	12.2
O=C(c1csc2c1CCCCC2)N1CCN(c2ncccn2)CC1	4.8	17.4	-3.9	7.5	0.6	6.8	5.5	-1.4	-3.5
O=C(c1ccccc1)N1C(=O)C(c2ccccc2)Oc2ccccc21 (stereo unspecified)	-11.8	5.6	-1.4	-0.3	2.8	-4.2	4.7	-14.4	-7.7
Cc1ccc(C)c(OCC(=O)NNC(=O)c2ccc(=O)[nH]c2)c1	1.3	4.2	-4.3	14.6	1.7	-1.2	4.5	-5.8	8.0
CCN(CC)S(=O)(=O)c1ccc(/C=C/C(=O)NC2CCCCC2)cc1	6.7	22.4	2.6	-24.1	0.9	19.2	6.4	13.0	-31.6
CCCCCC(=O)Nc1ccc(C2C(=O)c3ccccc3C2=O)cc1	-36.0	31.9	1.2	-3.0	3.8	-6.6	5.6	-1.3	-10.1
COC(=O)c1cccc(NC(=O)C(C)(C)C)c1	4.8	2.8	0.1	3.7	-0.1	-5.6	-11.5	2.4	1.5
CCC(=O)N1CCc2cc(S(=O)(=O)NCCCOC)ccc21	8.4	-0.1	-2.0	5.3	-0.3	7.6	2.1	-2.2	3.4
C=CCCN(C1CCCC1)S(=O)(=O)c1ccccc1Br	-30.3	9.1	2.2	3.2	-0.6	29.8	5.6	14.3	-10.6
COc1ccc(C2CC(c3cccs3)=NN2C(=O)CSC2=NN3CCCC(=O)N=C3S2)cc1 (stereo unspecified)	19.4	8.5	1.2	4.7	-0.9	-8.5	4.7	2.5	-12.4
COc1ccc2nc(NC(=O)CSc3nc(SC)ns3)sc2c1	18.7	9.9	2.9	-36.6	1.5	5.9	4.0	-6.9	-15.5
O=C(COC(=O)c1ccc(Cl)c(Cl)c1)NC1CCCC1	14.6	8.9	-2.0	7.6	0.5	-2.0	8.5	-2.7	-0.2
O=C(COc1ncnc2ccccc12)Nc1ccc(S(=O)(=O)N2CCOCC2)cc1	-0.1	1.4	1.8	17.5	-0.3	-1.0	7.7	1.7	8.2
O=C(CC1C[C@H](C(=O)N2CCOCC2)[C@@]2(CCC3CCCC3)c3[nH]c4ccccc4c3CCN2C1=O)NCCC1=CCCCC1 (stereo partly specified)	60.4*	3.7	11.8	4.3	13.7	0.6	1.7	2.3	6.7
COc1ccc(Br)cc1CN(C)CC(=O)NCCc1ccccc1	13.6	-10.2	1.9	9.2	-0.8	9.1	-1.1	12.6	3.9
CC1(C)CC(=O)C2=C(C1)N(c1cccnc1)C(N)=C(C#N)C2c1cccs1 (stereo unspecified)	-0.1	-3.9	-1.0	-9.9	3.0	4.8	-0.8	-6.4	-15.6
Cc1onc(-c2ccccc2)c1C(=O)N1CCC(CO)(Cc2ccccc2)CC1	1.0	7.6	0.2	-7.0	-3.0	-32.1	-4.2	10.8	-6.2
CCC(=O)c1ccc(OCC(=O)OCC(=O)NCc2cccs2)cc1	-2.0	-7.2	1.4	-11.5	-0.4	-2.0	8.8	-6.8	-6.8
CC1=C(C(=O)OCC(C)C)[C@]23C(=O)c4ccccc4[C@@]2(O1)OC(N)=C3C#N	-1.9	10.6	0.9	-1.4	2.4	1.6	4.0	-2.9	-8.4
O=C(COC(=O)c1cc(S(=O)(=O)N2CCOCC2)ccc1O)NCC1CCCO1 (stereo unspecified)	13.4	4.7	2.5	18.4	0.0	25.1	-4.0	-4.2	3.8
CCCOc1ccc(N2C(=O)CC(N3CCC(O)(c4cccc(C(F)(F)F)c4)CC3)C2=O)cc1 (stereo unspecified)	32.0	2.4	-4.6	-59.9	1.6	2.5	-4.0	3.4	1.8
COc1ccccc1N1CCN(C(=O)C2CCN(C(=O)c3cccc(Cl)c3)CC2)CC1	7.5	6.5	-3.0	13.8	0.4	24.2	-5.4	2.3	-1.5
O=C(Nc1cccc(Cl)c1)c1cc([N+](=O)[O-])ccc1N1CCN(CCO)CC1	16.6	10.4	-1.9	1.4	0.3	2.2	-5.1	-3.5	-4.6
O=C(Nc1cc(Cl)ccn1)C1(c2ccccc2)CC1(Cl)Cl (stereo unspecified)	0.2	5.8	0.0	3.7	0.2	0.6	-10.2	-1.8	14.0
CC(C)CC(c1nnnn1C1CCCC1)N1CCN(c2ccccc2F)CC1 (stereo unspecified)	9.7	1.5	-3.1	-2.9	-0.2	11.9	2.7	16.2	-7.3
CSCCC1NC(=O)NC1=O (stereo unspecified)	-14.2	-1.6	0.9	22.0	-1.4	-21.0	.	.	5.5
Cc1ccc(CN2C(=O)CCC2C(=O)NCCc2ccccc2)cc1 (stereo unspecified)	-7.1	-5.5	-1.7	5.9	-0.3	-4.8	6.7	-3.3	-1.8
O=C(COC(=O)c1ccc(S(=O)(=O)N2CCCCC2)cc1)NCc1ccccc1	-19.6	-3.2	-2.7	12.9	0.9	-12.4	-1.5	-1.8	-0.5
O=C(Nc1cccc(C(=O)O)c1)/C(=C\c1ccc2c(c1)OCO2)NC(=O)c1ccccc1Cl	30.5	4.5	-5.6	4.8	-0.1	-12.5	-2.5	-2.8	6.6
COCCn1c(SCC(=O)N(C)c2c(N)n(Cc3ccccc3)c(=O)[nH]c2=O)nnc1-c1cccc(C)c1	11.0	6.9	-3.7	9.9	0.3	0.1	11.6	8.5	-0.8
CC(=O)OCC[n+]1c(C)n(-c2ccccc2)c2ccc(Cl)cc21	11.6	-5.3	2.2	2.7	-1.6	10.9	-6.8	-2.7	-2.3
COc1ccc(C2Nc3ccccc3C(=O)N2Cc2ccco2)cc1CN1C(=O)c2ccccc2C1=O (stereo unspecified)	9.3&22.3	18.3&13.2	-2.1&-0.5	6.9&5.4	-1.1&1.2	4.0&3.7	4.1&11.1	7.0&10.0	-0.6&6.9
O=C(NCCc1ccncc1)Nc1ccc(Cl)c(Cl)c1	7.4	-5.4	-2.5	14.5	-2.2	-2.8	-17.2	-5.5	-4.3
Cn1c(SCC(=O)NC2CCCCC2)nnc1-c1cccc(N)c1	9.6	0.4	2.7	5.2	-2.9	-6.2	-1.0	-1.5	6.1
CCOc1cc(/C=N/Nc2nc(N3CCCC3)nc(N3CCCC3)n2)ccc1O	-38.5	1.2	2.1	14.9	-0.9	-28.1	-1.2	12.2	-9.5
COc1ccc(S(=O)(=O)N(CCCN2CCCC2=O)Cc2cc3cc(C)c(C)cc3[nH]c2=O)cc1	.	1.1	.	.	.	6.8	0.9	-6.2	.

Filtered by structure: those above containing a thiophene ring, fused or not (5)
SMILES	Mdm2 MdmX PPI	CCR6 antag	XBP1 UPR activ	697 NFkB inh	UPR CHOP act	Gli-Sufu block	CXCR6 block	EBI2 antag	Jurkat NFkB inh
ClCc1nnc(-c2cc3c(s2)CCCC3)o1	.	-5.7	.	.	.	-3.9	-6.6	5.1	.
O=C(c1csc2c1CCCCC2)N1CCN(c2ncccn2)CC1	4.8	17.4	-3.9	7.5	0.6	6.8	5.5	-1.4	-3.5
COc1ccc(C2CC(c3cccs3)=NN2C(=O)CSC2=NN3CCCC(=O)N=C3S2)cc1 (stereo unspecified)	19.4	8.5	1.2	4.7	-0.9	-8.5	4.7	2.5	-12.4
CC1(C)CC(=O)C2=C(C1)N(c1cccnc1)C(N)=C(C#N)C2c1cccs1 (stereo unspecified)	-0.1	-3.9	-1.0	-9.9	3.0	4.8	-0.8	-6.4	-15.6
CCC(=O)c1ccc(OCC(=O)OCC(=O)NCc2cccs2)cc1	-2.0	-7.2	1.4	-11.5	-0.4	-2.0	8.8	-6.8	-6.8
